Assay outcomes: PubChem BioAssay, National Center for Advancing Translational Sciences (NCATS)
ALDH1A1 block = blocks purified human ALDH1A1 activity; P00352; Purified ALDH1A1, NADH fluorescence, propionaldehyde substrate; Potency, µM (top dose mostly 75.3 µM), for inactives: at the top dose activity, negative = inhibition, actives largely listed as inhibitors; 7.3% of 220,000 active; active means well fitted inhibition curve with a large enough effect, not every such curve was filed as active; inconclusive means small, poorly fitted or top-dose-only effect, or another doubt; inactive means no such curve, though single readings can be large or run the other way;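 further: plate controls were no enzyme wells and a reference inhibitor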
Tau fluor cs = counter-screen for tau fibril formation inhibitors; 0.93% of 280,000 active; Potency, µM (top dose mostly 57.7 µM), inactives show top-dose activity change, negative = decrease; tau K18 P301L (four-repeat tau fragment) Alexa594 fluorescence, heparin fibrillization; further: on the % scale 0 is the no-effect control and ±100 the full control effect; nearly all actives have a fitted effect of over 55% in size
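Human K18 P301L tau (15 uM unlabeled plus 0.24 uM Alexa 594-labeled, final) in 100 mM sodium acetate pH 7 was mixed with compound and 20 uM heparin and incubated 6 hr at 37 C.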
Epigenetic derep = regulators of epigenetic silencing causing reporter derepression in mouse cells; 0.2% of 280,000 active; murine LDR cells, GFP reporter derepression, 30 h; Potency, µM (highest dose often 53.9 µM), without a hit: top-dose GFP activation, hits mostly activators; further: % of control where 0% means no effect; nearly all actives have a fitted effect of over 60% in size
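Readout is the number of GFP-expressing murine LDR cells, counted by cytometry following washing. Cells were treated with compound for 30 h at 37 C; the stably integrated CMV-GFP locus is normally silent.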
GAA inh = blocks human lysosomal alpha-glucosidase; P10253; purified human GAA, 4-MU-alpha-glucoside fluorescence; Potency, µM (doses to about 76.9 µM), without a hit: at the highest dose activity change, negative = inhibition, hits mostly inhibitors; 0.005% of 200,000 active;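 further: plate controls were uninhibited enzyme wells for no effect and no-enzyme background for full effect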
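Human alpha-glucosidase, 4 nM, pre-mixed with test compounds before 400 uM 4-methylumbelliferyl substrate; 20 min room temperature at pH 5.0. Fluorescence read after pH 10 stop; AC50 values from Hill-equation fits.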
GAA glycogen = alters human alpha-glucosidase cleavage of glycogen; recombinant GAA, glycogen substrate, Amplex Red glucose oxidase fluorescence; Potency, µM (titrated, usually from 76.4 µM), inactives show at the top dose activity change, negative = inhibition, most hits filed as inhibitors; 0.38% of 300,000 active;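 further: 0% = full enzyme reaction and -100% = no-enzyme basal signal; the screen sought inhibitors and activators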
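Recombinant enzyme (4 nM final) with compounds titrated up to 77 uM and bovine liver glycogen (30 ug) in citrate pH 5.0, 0.01% Tween-20, 37 C 40 min. Released glucose detected by Amplex Red/glucose oxidase (Ex 573/Em 610); AC50 from Hill fits.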
GLA spleen mod = inhibits or activates alpha-galactosidase in human spleen homogenate. human spleen homogenate, 4MU-alpha-Gal fluorescence, 40 min. 0.008% of 240,000 active. Potency, µM (series often up to 80 µM), inactives show at the highest dose activity change, negative = inhibition, usual class: inhibitors. P06280;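 further: 0% = enzyme with vehicle and -100% = no enzyme basal signal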
Target sequence (P06280 32-429 limits assumed): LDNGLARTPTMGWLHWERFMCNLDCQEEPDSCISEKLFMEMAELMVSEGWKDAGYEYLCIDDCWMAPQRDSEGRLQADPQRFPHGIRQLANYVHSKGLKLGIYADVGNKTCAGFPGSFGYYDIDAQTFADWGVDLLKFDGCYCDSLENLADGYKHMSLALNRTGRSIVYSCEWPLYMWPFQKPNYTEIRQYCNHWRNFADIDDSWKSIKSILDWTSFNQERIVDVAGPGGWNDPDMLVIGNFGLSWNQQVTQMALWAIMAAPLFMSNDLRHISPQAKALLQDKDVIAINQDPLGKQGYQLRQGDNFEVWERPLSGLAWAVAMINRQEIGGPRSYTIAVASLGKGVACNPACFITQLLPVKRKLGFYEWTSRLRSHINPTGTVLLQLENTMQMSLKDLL
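Human spleen homogenate (1 ug) was the enzyme source, with 4-methylumbelliferyl-alpha-D-galactopyranoside (1 mM final) in pH 5.0 citrate buffer with 0.01% Tween-20. Compounds were titrated; after 40 min at 37C, NaOH/glycine stop, 4-MU fluorescence read; AC50 from Hill fits.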
aGlu spleen mod = inhibits or activates alpha-glucosidase in human spleen homogenate. Potency, µM (doses to about 79.9 µM), inactives show at the top dose activity change, negative = inhibition, usual class: inhibitors. AID 2112. human spleen homogenate, 4-MU-alpha-glucoside fluorescence. 0.006% of 240,000 active;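 further: 0% = enzyme with vehicle and -100% = no enzyme basal signal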
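Compounds were titrated against alpha-glucosidase in spleen homogenate at pH 5.0, with 1 mM 4-methylumbelliferyl substrate for 40 min at 37 C. Reactions were quenched with pH 10 NaOH/glycine and fluorescence measured.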
NPSR antagonist = neuropeptide S receptor (human) antagonism, cAMP. Q6W5P4. CHO-NPSR cells, cAMP TR-FRET, antagonist mode. 1% of 220,000 active. Potency, µM (doses to about 38.3 µM), inactives show top-dose activity change, negative = inhibition, most hits filed as inhibitors. AID 1461; further: on the % scale 0 is the no-effect control and ±100 the full control effect; nearly all actives have a fitted effect of over 50% in size; many of its hits are not listed in these tables
Target sequence (Q6W5P4 whole entry, looked up): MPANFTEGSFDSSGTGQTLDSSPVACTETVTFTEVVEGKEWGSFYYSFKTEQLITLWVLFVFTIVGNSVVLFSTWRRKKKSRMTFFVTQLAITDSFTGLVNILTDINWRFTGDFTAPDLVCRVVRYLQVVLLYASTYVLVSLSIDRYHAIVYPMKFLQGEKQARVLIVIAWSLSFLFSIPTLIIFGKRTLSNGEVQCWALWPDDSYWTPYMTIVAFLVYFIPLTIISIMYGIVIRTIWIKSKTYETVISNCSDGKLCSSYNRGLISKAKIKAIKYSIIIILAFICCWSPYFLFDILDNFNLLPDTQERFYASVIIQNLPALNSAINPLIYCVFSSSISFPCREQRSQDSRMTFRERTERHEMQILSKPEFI
* hit, by the source's call; ? = inconclusive; . = no result given; [ ] = remark or other dose. Unless noted, the call rests on the fitted dose curve; in most records, active means well fitted curve in the direction sought with a large enough effect; inconclusive means small, poorly fitted or top-dose-only effect, or another doubt; inactive means no such curve, though single readings can be large; an effect the other way counts as inactive or inconclusive. Potency means the concentration at half of the fitted maximal effect. Some of the compounds tested; rates above refer to the full screens.

The line under a structure holds: ALDH1A1 block	Tau fluor cs	Epigenetic derep	GAA inh	GAA glycogen	GLA spleen mod	aGlu spleen mod	NPSR antagonist
O=C(Cc1ccccc1)N1CCC(c2ccccc2)C1 (stereo unspecified)
  25µM*	5%	-0.7%	3%	0%	7%	12%	-12%
Cc1cc(-c2n[nH]c(=S)o2)c(C)n1-c1ccccc1
  3.5µM*	-10%	-1.2%	3%	-10%	8%	8%	-19%[46.1 µM]
CC(C)(C)N=C1SCC(C)(/C=N/O)S1 (stereo unspecified)
  ?	-25%	0.8%	2%	3%	5%	6%	5%[7.67 µM]
CCOc1ccccc1-c1nc2c([nH]1)c(=O)n(C)c(=O)n2C
  ?	-3%	0.0%	3%	4%	3%	-4%	-8%[46.1 µM]
Cc1cc(-c2csc(NC(=O)c3cccc(S(=O)(=O)N(C)C)c3)n2)c(C)n1-c1ccccc1
  ?	?	1.1%	-4%	17%	-2%	6%	-20%
Nc1cc(OC(=O)c2cccs2)nn1S(=O)(=O)c1ccccc1
  3%	-16%	-0.9%	-15%	0%	5%	-3%	-6%[46.1 µM]
COc1ccccc1Nc1nc(-c2c(C)[nH]c3ccccc23)cs1
  ?	?	2.3%	?	-12%	-8%	-5%	-10%
CCSc1nnc(NC(=O)CSc2nc(CC)nc3c2c(=O)n(C)c(=O)n3C)s1
  -1%	0%	0.0%	8%	3%	25%	1%	-7%[46.1 µM]
CCOC(=O)Cn1nnnc1CN(Cc1ccccc1)Cc1cc2cc(CC)ccc2[nH]c1=O
  ?	-6%	2.9%	-13%	-10%	-1%	1%	?
CCN(CC)CCCNC(=O)CNC(=S)N(CCCN1CCOCC1)Cc1cccs1
  2%	-1%	-1.5%	?	-8%	-10%	-5%	15%
CC(/C=N/NC(=O)c1sc(N)nc1C)=C\c1ccccc1
  ?	-9%	-0.3%	10%	4%	5%	0%	-3%
O=C1c2ccccc2CCC1CNCCc1ccc(O)cc1 (stereo unspecified)
  ?	6%	1.1%	.	.	-15%	1%	.
O=C(NCCN1CCOCC1)c1ccc(CS(=O)(=O)Cc2ccccc2F)o1
  ?	1%	-2.6%	-2%	5%	2%	-4%	8%[46.1 µM]
CCn1nc(C(=O)Nc2ccc(S(=O)(=O)Nc3ncccn3)cc2)c2ccccc2c1=O
  5%	2%	-0.1%	?	3%	1%	5%	9%
CC(C)OCCCNC(=S)NNC(=O)C(c1ccccc1)c1ccccc1
  -1%	-10%	3.1%	-1%	-23%	4%	-3%	0%

Arranged by value in aGlu spleen mod (highest first): some entries from above
Molecule | ALDH1A1 block | GAA inh | GAA glycogen | GLA spleen mod | aGlu spleen mod | NPSR antagonist
O=C(Cc1ccccc1)N1CCC(c2ccccc2)C1 (stereo unspecified) | 25µM* | 3% | 0% | 7% | 12% | -12%
CCn1nc(C(=O)Nc2ccc(S(=O)(=O)Nc3ncccn3)cc2)c2ccccc2c1=O | 5% | ? | 3% | 1% | 5% | 9%
COc1ccccc1Nc1nc(-c2c(C)[nH]c3ccccc23)cs1 | ? | ? | -12% | -8% | -5% | -10%

Further structures
The line under a structure holds: ALDH1A1 block	Tau fluor cs	Epigenetic derep	GAA inh	GAA glycogen	GLA spleen mod	aGlu spleen mod	NPSR antagonist
COC(=O)c1[nH]c2ccc(C)cc2c1NC(=O)CN1CCc2cc(OC)c(OC)cc2C1
  ?	?	0.0%	-11%	-5%	7%	-11%	-22%[46.1 µM]
Cc1ccc(-c2noc(CCC(=O)NCCN3CCN(Cc4ccccc4)CC3)n2)cc1
  10%	0%	0.9%	4%	6%	4%	4%	19%[46.1 µM]
Cc1ccc(OCC(=O)Nc2ccc(S(=O)(=O)N3CCOCC3)cc2)c([N+](=O)[O-])n1
  1%	-13%	-3.7%	-11%	-4%	-11%	.	5%
CCn1nc(NC(=O)Cc2ccc(OC)cc2)c2cc3cc(C)ccc3nc21
  .	-6%	4.0%	.	0%	10%	4%	28%
O=C(N/N=C/c1ccco1)c1ccc(NC(=O)c2ccccc2Cl)cc1
  -3%	-7%	0.0%	15%	3%	4%	5%	-12%
COC(=O)c1[nH]c2cccc(Cl)c2c1NC(=O)CN1CCCCC1C (stereo unspecified)
  ?	-23%	-2.2%	4%	1%	1%	-1%	-20%[46.1 µM]
CCOC(=O)C1CCN(c2c(NCCN3CCN(c4ccccc4)CC3)c(=O)c2=O)CC1
  6%	-7%	-1.0%	5%	-4%	3%	-4%	4%
COC(=O)c1ccc(CSc2nc3c(cnn3-c3ccc(C)c(C)c3)c(=O)[nH]2)o1
  0%	-19%	-1.2%	-7%	6%	5%	-1%	-24%[46.1 µM]
c1ccc(-c2ncc3c(ccc4ccccc43)n2)cc1
  -1%	0%	-3.2%	0%	15%	-11%	-1%	-17%
O=C(Cn1cccc1C(=O)c1ccccc1)NCCN1CCOCC1
  16%	-2%	-2.3%	4%	1%	-5%	-8%	-1%[46.1 µM]
Cc1ccc(C2c3c(oc4cc(C)c(C)cc4c3=O)C(=O)N2CCCN2CCOCC2)cc1 (stereo unspecified)
  11µM*	1%	0.0%	-15%	5%	-5%	-6%	-14%[46.1 µM]
CCOC(=O)Cc1nnc(-c2ccccc2)o1
  -3%	-9%	-4.9%	-4%	5%	0%	0%	11%
Cc1csc(N(C(=O)c2cccc(S(=O)(=O)N(C)C)c2)c2ccccc2)n1
  ?	-14%	-0.9%	?	19%	-7%	-8%	-17%[46.1 µM]
COc1ccc(S(=O)(=O)N/N=C/c2ccc(OCCN3CCOCC3)c(OC)c2)cc1
  -11%	-3%	1.5%	2%	4%	3%	1%	19%
COc1cccc(NC(=O)CN(C)S(=O)(=O)c2ccc(C)cc2)c1
  -2%	-1%	-2.0%	0%	4%	2%	1%	-5%[46.1 µM]
COCCCNC(=O)/C=C/c1c(Cl)cccc1Cl
  -7%	3%	-1.9%	4%	5%	-10%	-13%	6%
CC(C)c1[nH]nc2c1C(C(C)C)C(C#N)=C(N)O2 (stereo unspecified)
  -13%	-8%	1.5%	-1%	4%	-18%	0%	-16%[46.1 µM]
CC(=O)Nc1cccc(Oc2ccc([N+](=O)[O-])cc2Cl)c1
  -3%	-16%	-1.5%	-4%	12%	-9%	-7%	-3%
Cc1nc2c3ccccc3[nH]c(=O)n2n1
  2%	-3%	-0.1%	1%	-4%	0%	4%	18%
CC(C)(C)/C=N/NC(=O)C1CC1
  .	3%	-1.1%	.	0%	5%	4%	5%
Cc1cccc(NC(=O)CSc2nnc(-c3ccco3)o2)c1
  -1%	-7%	0.0%	-2%	9%	6%	2%	-4%[46.1 µM]
C/C(=C1/SC(N2CCOCC2)=NC1=O)c1ccc(Cl)cc1
  7%	9%	-2.8%	-3%	5%	9%	5%	-17%[46.1 µM]
CCOC(=O)C1=C(c2ccccc2)OC(N)=C(C#N)C1c1cccs1 (stereo unspecified)
  ?	-12%	-1.2%	-14%	-3%	1%	-3%	-12%[46.1 µM]
CN1CCN(S(=O)(=O)c2cccc(C(=O)NCc3ccccc3Cl)c2)CC1
  6%	-6%	-0.3%	?	-21%	-1%	-1%	1%
CCN(CC)c1ccc(/C=N/NC(=O)CC(C)C)cc1
  ?	-8%	0.0%	?	-10%	20%	-13%	19%
C=C(C)CNC(=S)N/N=C\c1ccc2c(c1)OCO2
  5%	-14%	-2.2%	-6%	-2%	-2%	-7%	-1%[46.1 µM]
CCN(CC)C(c1ccc(C)cc1)c1nnnn1C1CCCCC1 (stereo unspecified)
  1%	-4%	3.7%	-3%	-4%	0%	1%	?
COc1ccc(CCNC(=O)Cn2nnc(-c3cccs3)n2)cc1OC
  -2%	-6%	-1.0%	2%	2%	-3%	-11%	-7%[46.1 µM]
Cc1ccc(Sc2nc(-c3ccccc3)nnc2C(F)(F)F)cc1
  10%	-24%	?	-17%	4%	0%	0%	?
Cc1ccc(C)c(OCc2nnc(NC(=O)c3ccc4c(c3)OCO4)s2)c1
  .	-3%	0.0%	.	1%	3%	-1%	?
CC1(C)NC(=O)N(CCCCOc2ccc3ccccc3c2Cl)C1=O
  18µM*	-24%	-1.2%	?	-5%	2%	-3%	-12%[46.1 µM]
Nc1n[nH]c2ccccc12
  -6%[13.5 µM]	-7%	-0.5%	-3%	3.5µM*	-4%	-24%	14%
Cc1sc(NC(=O)c2ccccc2F)c(CN2CCCCC2)c1C
  3%	0%	-1.9%	-3%	5%	-3%	-8%	-9%
CC[C@H](c1ccc(O)cc1)[C@@H](CC)c1ccc(O)cc1
  8%[20.9 µM]	.	2.4%[16.9 µM]	.	.	-11%[29.1 µM]	2%[29.1 µM]	.
CCNc1nc(NCC)n2c(SCC(=O)c3ccccc3F)nnc2n1
  0%	1%	-0.3%	4%	-13%	0%	-4%	-1%
O=S(N1CCc2ccccc21)C12CC3CC(CC(C3)C1)C2 (stereo unspecified)
  -3%	-4%	1.1%	-6%	-3%	2%	1%	-37%
CCNc1nc(C)nc2c1oc1ccccc12
  -3%	-1%	-7.6%	-3%	-3%	8%	6%	6%[46.1 µM]
NNc1nc2c(F)cccc2s1
  ?	18µM*[quencher]	0.0%	0%	?	0%	3%	-1%
Cc1cccc(N2CC(O)(c3cccs3)[N+]3=C2CCCCC3)c1 (stereo unspecified)
  16%	-2%	-0.5%	-4%	3%	-4%	.	3%
CC(=O)Nc1ccc(NC(=O)Nc2cccc(C)c2C)cc1
  0%	-14%	0.9%	6%	3%	-19%	-15%	8%
O=C(CCc1ccccc1)N1CCN(c2ccc([N+](=O)[O-])cc2)CC1
  2.2µM*	-16%	0.8%	-9%	-7%	-8%	-12%	-21%
CCCCN(C)C(=O)c1nc2ccccn2c1CN1CCSCC1
  3%	13%	1.0%	-7%	8%	0%	2%	6%
COC(=O)C1=C(NC(=O)C(C)(C)C)CCS1
  6%	-6%	0.0%	1%	-13%	2%	-9%	23%
CCc1ccc(-c2cc(C(=O)N3N=C(C(F)F)CC3(O)C(F)F)c3ccccc3n2)cc1 (stereo unspecified)
  -11%	?	8.6%	?	-14%	9%	5%	?
Cc1ccc(NC(=O)COC(=O)Cn2c(C)csc2=O)cc1
  3%	5%	-1.9%	-9%	9%	1%	-4%	-5%[46.1 µM]
